Compound activity deposited in PubChem by NMMLSC.
Bcl-XL Bim block: inhibitors of Bim-Bcl-XL binding, primary screen, biochemical, multiplexed, bead flow cytometry, human Bcl-XL; inhibition, % at 10 µM; Bcl-2-like protein 1 (Homo sapiens), Q07817; AID 1007, 2008; 0.04% of 190,000 active; Bim peptide-Bcl-XL binding, fluorescence
Bim-Bcl-B: inhibitors of Bim-Bcl-B binding, primary screen, biochemical, multiplexed, human Bcl-2 family. AID 951, 2007. 0.073% of 190,000 active. Bcl-2-like protein 10 (Homo sapiens), Q9HD36. inhibition, % at 10 µM. bead-based flow cytometry, Bim peptide-Bcl-B binding;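 also: 0% = tracer peptide without compound and 100% = reference inhibitor peptide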
Target sequence (Q9HD36 whole entry, looked up): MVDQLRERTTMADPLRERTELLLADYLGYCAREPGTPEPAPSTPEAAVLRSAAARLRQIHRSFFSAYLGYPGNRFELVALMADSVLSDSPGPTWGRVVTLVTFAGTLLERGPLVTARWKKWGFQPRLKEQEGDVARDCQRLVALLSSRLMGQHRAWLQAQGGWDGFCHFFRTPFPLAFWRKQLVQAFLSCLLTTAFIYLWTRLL
ABCB1 block: ABCB1 efflux pump inhibitors, primary screen, cell-based, multiplex, flow cytometry, ABCG2 counter-screen; ATP-dependent translocase ABCB1 (Homo sapiens), P08183; CCRF-Adr cells, JC-1 efflux; inhibition, % at 6.6 µM; 0.067% of 190,000 active; AID 1326, 2008; in the data active = inhibition above about 40%;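 also: 0% = vehicle and 100% = reference inhibitor; higher value means more JC-1 retained so stronger ABCB1 efflux block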
RGS4-Gao reg: modulators of RGS4 binding to Galphao, primary screen, biochemical, multiplexed bead flow cytometry | 0.33% of 220,000 active | Guanine nucleotide-binding protein G(o) subunit alpha (Homo sapiens), P09471 | actives lie on both sides | binding response (% of control), % at 10 µM; in the data active = binding response below about 49% or above about 150%; inactive = in between;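 also: fluorescent Galphao activated with aluminum fluoride binding bead-coupled RGS4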
Bfl-1 Bim block: inhibitors of Bim binding to Bfl-1, primary screen, biochemical, multiplexed, bead-based flow cytometry; Bcl-2-related protein A1 (Homo sapiens), Q16548; Bim-Bfl-1 binding inhibition; inhibition, % at 10 µM; 0.12% of 190,000 active;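 also: 0% = wells without compound plus tracer and 100% = blocker peptide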
RGS7-Gao: RGS7-Galphao binding modulators, primary screen, biochemical, multiplexed bead flow cytometry | Guanine nucleotide-binding protein G(o) subunit alpha (Homo sapiens), P09471 | actives lie on both sides | binding response (% of control), % at 10 µM | 0.35% of 220,000 active | AID 1439, 2008; in the data active = binding response below about 49% or above about 150%; inconclusive = no clear call, values can overlap the other calls; inactive = in between;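 also: fluorescent Galphao held in activated GDP-AlF4 state binding bead-coupled RGS7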
GSH fluor: compound fluorescence on glutathione beads, profiling panel, artefact control, biophysical, 488/530 nm, flow cytometry; 0.25% of 190,000 active; GSH beads flow cytometry, compound fluorescence 488/530 nm; active compounds read high; fluorescence (KMESF) at 10 µM; in the data active = fluorescence above about 89;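 also: glutathione beads carrying GST-tagged Bcl family fusion proteins plus one bare bead set; values are compound well signal with DMSO vehicle wells as background; inactives centre near 16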
RGS8-Gao: RGS8-Galphao binding modulators, primary screen, biochemical, multiplexed bead flow cytometry | Guanine nucleotide-binding protein G(o) subunit alpha (Homo sapiens), P09471 | actives lie on both sides | response (percent of control binding), % at 10 µM | 0.34% of 220,000 active; in the data active = response below about 60% or above about 140%; inactive = in between;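 also: Galphao activated as the GDP aluminium fluoride complex binding bead-coupled RGS8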
ABCG2 inh: ABCG2 efflux pump inhibitors, primary screen, multiplex with ABCB1, IgMXP3 cells, flow cytometry | inhibition, % at 6.6 µM | JC-1 efflux | 0.1% of 190,000 active;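 active = inhibition above 80%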;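 also: 0% = DMSO and 100% = nicardipine control wells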
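Test system: IgMXP3 (ABCG2) plus far-red-tagged CCRF-Adr (ABCB1) cells / Amount: 3 million cells/mL in well / Reagent: JC-1 transporter substrate / Timing: 10 min compound exposure, 25 °C / Signal: flow cytometry, 530 nm JC-1 signal / Read-out: percent efflux inhibition, scaled nicardipine 100% to DMSO 0% / Benchmarks: nicardipine as high control, DMSO as low control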
Bcl-W Bim block: inhibitors of Bim binding to Bcl-W, primary screen, biochemical, multiplexed, bead-based flow cytometry; Bcl-2-like protein 2 (Homo sapiens), Q92843; Bim peptide-Bcl-W binding; 0.02% of 190,000 active; inhibition, % at 10 µM;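 also: 0% = bound tracer without compound and 100% = peptide blocker; higher means less fluorescent Bim peptide bound to Bcl-W beads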
Target sequence (Q92843 whole entry, looked up): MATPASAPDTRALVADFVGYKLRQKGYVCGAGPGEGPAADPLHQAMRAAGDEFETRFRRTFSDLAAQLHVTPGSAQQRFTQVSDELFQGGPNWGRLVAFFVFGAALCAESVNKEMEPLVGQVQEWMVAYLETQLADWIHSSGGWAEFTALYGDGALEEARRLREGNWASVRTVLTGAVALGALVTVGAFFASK
Bcl-2 Bim block: inhibitors of Bim-Bcl-2 binding, primary screen, biochemical, multiplexed, human Bcl-2 family; AID 950, 2007; Apoptosis regulator Bcl-2 (Homo sapiens), P10415; Bead-based flow cytometry, Bim peptide-Bcl-2 binding; 0.06% of 190,000 active; inhibition, % at 10 µM; in the data active = inhibition above about 40%; inconclusive = no clear call, values can overlap the other calls;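 also: 0% = no compound wells with probe peptide and 100% = reference peptide inhibitor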
Target sequence (P10415 whole entry, looked up): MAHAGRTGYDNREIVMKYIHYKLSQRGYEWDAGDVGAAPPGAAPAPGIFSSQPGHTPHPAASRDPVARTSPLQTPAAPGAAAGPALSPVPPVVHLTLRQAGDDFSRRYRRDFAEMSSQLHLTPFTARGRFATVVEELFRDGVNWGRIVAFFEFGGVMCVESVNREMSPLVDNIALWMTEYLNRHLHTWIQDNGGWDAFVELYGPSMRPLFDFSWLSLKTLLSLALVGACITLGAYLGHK
The depositor's hits bear a star; ? = inconclusive. Rule as the data show it, unless noted: active = inhibition above about 40%.

| no. | SMILES | Bcl-XL Bim block | Bim-Bcl-B | ABCB1 block | RGS4-Gao reg | Bfl-1 Bim block | RGS7-Gao | GSH fluor | RGS8-Gao | ABCG2 inh | Bcl-W Bim block | Bcl-2 Bim block |
| --- | --- | --- | --- | --- | --- | --- | --- | --- | --- | --- | --- | --- |
| 1 | COc1ccccc1NC(=S)N1CCN(C(=O)C2CCCO2)CC1 (stereo not given) | -2.0 | 0.0 | 0.5 | 103.0 | -4.0 | 102.6 | 20 | 103.2 | 1.5 | -1.0 | -2.0 |
| 2 | O=S(=O)(Nc1cc(Cl)ccc1N1CCCCC1)c1cccs1 | -1.0 | -5.0 | 0.0 | 98.8 | -9.0 | 96.9 | 41 | 101.0 | 1.6 | 4.0 | -4.0 |
| 3 | COc1ccc(-c2nc3ccccc3c(C(=O)Nc3ccc(S(=O)(=O)Nc4cc(C)on4)cc3)c2C)cc1 | -9.0 | -9.0 | -1.4 | 96.1 | -10.0 | 93.0 | 23 | 98.1 | -8.9 | -6.0 | -5.0 |
| 4 | COc1cc(C2C(C(=O)c3ccco3)=C(O)C(=O)N2CCc2ccccc2)ccc1O (stereo not given) | 1.0 | -1.0 | -0.2 | 100.1 | 6.0 | 98.3 | 24 | 98.7 | -0.3 | 0.0 | 0.0 |
| 5 | COc1ccc(S(=O)(=O)NC(Cc2cnc[nH]2)C(=O)O)cc1 (stereo not given) | -4.0 | -2.0 | 0.4 | 102.7 | -16.0 | 96.6 | 9 | 102.8 | -1.6 | -1.0 | -10.0 |
| 6 | COc1cccc(Nc2nc(NCCO)c3ccccc3n2)c1 | -1.0 | -3.0 | 0.3 | 104.7 | -4.0 | 100.3 | 3 | 100.5 | 1.6 | 2.0 | 0.0 |
| 7 | CCNc1nc(NCC)nc(SCC(C)=O)n1 | -2.0 | -2.0 | 0.2 | 103.6 | -5.0 | 101.3 | 11 | 101.5 | 0.7 | -2.0 | -2.0 |
| 8 | CC1(C(=O)NCc2cccnc2)CCC(=O)N1CCc1ccccc1 (stereo not given) | -11.0 | -8.0 | 0.5 | 102.3 | -14.0 | 98.7 | 14 | 102.0 | 2.6 | -3.0 | -6.0 |
| 9 | C(=N\Nc1ncnc2nc[nH]c12)/c1cccs1 | 0.0 | -6.0 | -0.5 | 99.7 | -11.0 | 96.9 | 16 | 101.8 | 0.0 | 1.0 | -1.0 |
| 10 | CCCn1c(NC(=O)c2ccc(C)cc2)nc2ccccc21 | 0.0 | -7.0 | 0.2 | 98.3 | -13.0 | 98.8 | 5 | 101.7 | 0.4 | -1.0 | -5.0 |
| 11 | CO/N=C/C(C#N)=C/c1cc(C(=O)c2ccc(F)cc2)cn1C | -1.0 | -1.0 | 0.5 | 105.0 | -4.0 | 107.8 | 7 | 113.0 | 6.6 | 1.0 | -3.0 |
| 12 | CCc1cc(C(=O)N2CCc3c([nH]c4ccccc34)C2c2ccc(OC)cc2F)no1 (stereo not given) | -1.0 | 0.0 | -0.1 | 108.2 | -3.0 | 112.6 | 15 | 106.3 | 32.1 | 0.0 | 1.0 |
| 13 | Cc1cccc(NC(=S)N(C)C2(c3ccccc3Cl)CCCCC2=O)c1 (stereo not given) | -3.0 | -7.0 | 0.4 | 94.6 | -9.0 | 93.7 | 17 | 96.2 | 2.5 | 0.0 | -3.0 |
| 14 | C(#Cc1ccccc1)CN1CCCCC1 | -2.0 | -1.0 | -0.4 | 102.2 | -6.0 | 99.2 | 10 | 101.0 | -1.0 | -1.0 | -5.0 |
| 15 | COc1cc2c(cc1OC)C(C)N(C(=O)C1COc3ccccc3O1)CC2 (stereo not given) | -1.0 | 3.0 | 0.8 | 98.8 | 0.0 | 101.6 | 13 | 102.8 | 1.3 | 0.0 | 1.0 |
| 16 | CCCNS(=O)(=O)c1ccc(CCC(=O)NCCc2ccc(OC)c(OC)c2)cc1 | -5.0 | -4.0 | 0.5 | 94.3 | -7.0 | 96.0 | 10 | 97.2 | 11.3 | 1.0 | -4.0 |
| 17 | CCOC(=O)C1(Cc2ccc(OC)cc2)CCN(C(=O)c2cncs2)CC1 | -4.0 | -5.0 | -0.3 | 101.7 | -4.0 | 92.5 | 18 | 100.5 | 0.5 | 0.0 | -9.0 |
| 18 | CCOC(=O)c1c(CSc2ccccc2)n(C)c2ccc(O)c(CN3CCOCC3)c12 | 0.0 | 0.0 | 2.6 | 96.4 | -1.0 | ? | 14 | 99.7 | 9.3 | 2.0 | -1.0 |
| 19 | CCOC(=O)C1Cc2cc3c(cc2C1=O)CC(C(=O)OCC)C3=O (stereo not given) | -2.0 | 1.0 | 1.6 | 98.1 | 0.0 | 98.9 | 26 | 98.0 | 19.5 | 0.0 | 0.0 |
| 20 | CCOc1ccccc1CNC(=O)c1cc2occc2n1C | -3.0 | -1.0 | 0.6 | 96.1 | 0.0 | 94.8 | 25 | 96.0 | 4.3 | -3.0 | 0.0 |
| 21 | COc1ccccc1C(c1nnnn1CS(=O)(=O)c1ccc(C)cc1)N1CCSCC1 (stereo not given) | -10.0 | -8.0 | 1.0 | 98.5 | -8.0 | 110.1 | 59 | 103.8 | 1.0 | 0.0 | -6.0 |
| 22 | CCO/C=N/c1c(C#N)c2c(c(=S)n1C)COC(C)(C)C2 | 0.0 | -1.0 | -0.1 | 96.6 | 5.0 | 97.3 | 19 | 98.6 | 0.1 | 0.0 | 3.0 |
| 23 | CS(=O)(=O)N(CC(=O)N1CCN(c2ccccc2F)CC1)c1ccc2c(c1)OCCO2 | -4.0 | -4.0 | 0.7 | 100.3 | -6.0 | 100.7 | 30 | 103.1 | 6.3 | 1.0 | -4.0 |
